CHO-K1 Ca antag = counter-screen for M1 antagonists: effect in parental CHO-K1 cells; ATP-induced calcium, Fluo-8 fluorescence; inhibition, % at 3 µM; 0.6% of 360,000 active; AID 602250;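 active = inhibition above a per-plate cutoff, the plate's mean sample inhibition plus 3 SD, cut at about 24% in these data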;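 also: 0% = DMSO plus EC80 ATP and 100% = DMSO alone without ATP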
CHO parental Ca = ATP-evoked calcium signal inhibitors, parental CHO, primary screen, counter-screen for OX1R antagonist project, cell-based, fluorescence, Fluo-8 calcium dye | parental CHO-K1, ATP-induced calcium, Fluo-8 fluorescence | inhibition, % at 5.6 µM | 0.63% of 330,000 active;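 active = inhibition above that plate's mean sample inhibition plus 3 SD, cut at about 26% in these data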;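 also: 0% = ATP-challenged DMSO wells and 100% = DMSO wells without ATP; some compounds past the cut are filed as inactive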
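Assay system: parental CHO cells; Read-out basis: percent inhibition of ATP-evoked calcium rise, normalized to controls; Benchmarks: ATP and no-ATP DMSO wells; Compound dosing: single nominal dose of 5.6 µM per compound; Signal: Fluo-8 calcium dye fluorescence; Also added: ATP as calcium-mobilizing challenge; Repeats: singlicate.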
M1 ag parental = counter-screen for M1 agonists: effect in parental CHO-K1 cells. activation, % at 3 µM. 0.48% of 360,000 active. Fluo-8 calcium fluorescence; scaled to maximal ATP response, vehicle zero; in the data active = activation above about 15%;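 also: untransfected CHO-K1 host cells lacking M1 receptor as counterscreen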
M1 antag = human M1 muscarinic receptor antagonists, primary screen, CHO-K1 cells, Fluo-8 calcium fluorescence, 1536-well | Muscarinic acetylcholine receptor M1 (Homo sapiens), P11229 | CHO-K1 hM1, ACh EC80 antagonist | inhibition, % at 3 µM | 1.3% of 360,000 active | AID 588852, 2011;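 active = percent inhibition above its own plate's cutoff, namely the mean of that plate's compound wells plus 3 SD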;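 also: peak over basal fluorescence ratio during 140 s after agonist addition; 0% = ACh EC80 plus DMSO and 100% = DMSO alone without agonist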
CHRM1 agonist = human M1 muscarinic receptor agonists, primary screen, Fluo-8 calcium fluorescence, CHO-K1 cells, HTS. activation, % at 3 µM. AID 588814, 2011. Muscarinic acetylcholine receptor M1 (Homo sapiens), P11229. CHO-K1 hM1, agonist mode; 0% DMSO, 100% acetylcholine EC100. 0.33% of 360,000 active;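 active = activation above the run's mean compound activation plus 3 SD, cut at about 16% in these data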;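 also: peak over basal fluorescence ratio within a 140 s kinetic read after compound addition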
M4 antag = human M4 muscarinic receptor antagonists, primary screen, CHO cells, Fluo-8 calcium fluorescence. inhibition, % at 3 µM. 0.73% of 360,000 active. AID 624125, 2012. Muscarinic acetylcholine receptor M4 (Homo sapiens), P08173. CHO-hM4 cells, ACh EC80;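 active = inhibition above its plate's cutoff, the mean inhibition of sample wells plus 3 SD, cut at about 27% in these data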;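 also: 0% = acetylcholine EC80 with DMSO and 100% = DMSO without agonist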
Target sequence (P08173 whole entry, looked up): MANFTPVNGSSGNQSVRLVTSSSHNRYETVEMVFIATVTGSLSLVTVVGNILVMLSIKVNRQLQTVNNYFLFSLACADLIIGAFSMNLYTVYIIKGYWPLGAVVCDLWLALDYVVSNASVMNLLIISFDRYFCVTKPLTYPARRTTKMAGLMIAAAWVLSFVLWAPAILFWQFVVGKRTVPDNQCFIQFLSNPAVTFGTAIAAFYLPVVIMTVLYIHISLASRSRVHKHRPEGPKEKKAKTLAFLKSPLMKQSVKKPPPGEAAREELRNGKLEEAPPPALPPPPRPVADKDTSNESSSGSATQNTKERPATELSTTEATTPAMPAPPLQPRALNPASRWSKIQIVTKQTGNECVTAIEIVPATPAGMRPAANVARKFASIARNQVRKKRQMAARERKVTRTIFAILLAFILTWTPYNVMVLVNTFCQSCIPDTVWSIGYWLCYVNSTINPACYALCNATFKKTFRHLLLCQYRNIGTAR
M1 PAM = human M1 muscarinic receptor positive allosteric modulators, primary screen, CHO-K1 cells, Fluo-8 calcium fluorescence, 1536-well; Muscarinic acetylcholine receptor M1 (Homo sapiens), P11229; CHO-K1 hM1, ACh EC20; 0% = ACh EC20, 100% = maximal ACh; activation, % at 3 µM; 0.088% of 360,000 active; AID 588819, 2011; in the data active = activation above about 19%, passing the limit was not always enough
CHRM4 agonist = human M4 muscarinic receptor agonists, primary screen, CHO-K1 cells, Fluo-8 calcium fluorescence; Muscarinic acetylcholine receptor M4 (Homo sapiens), P08173; CHO-K1 hM4/Gqi5; vehicle 0%, full acetylcholine response 100%; activation, % at 3 µM; 0.14% of 360,000 active; AID 624127, 2012;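 active = activation above the run mean over all test wells plus 3 SD, cut at about 32% in these data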;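 also: peak over basal fluorescence ratio per well then scaled between controls; 0% = DMSO wells and 100% = acetylcholine at EC100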
OXTR potentiate = human OXTR potentiators, primary screen, fluorescence, CHO-OTR cells, Fluo-8 calcium | AID 2445, 2010 | Oxytocin receptor (Homo sapiens), P30559 | activation, % at 3 µM | Fluo-8 calcium fluorescence, potentiator mode; 0% = oxytocin EC15, 100% = EC100 | 0.061% of 320,000 active;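 active = activation above that plate's cutoff, the mean activation of tested compounds plus 3 SD, cut at about 6.6% in these data, passing the limit was not always enough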;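 also: 100% uses oxytocin at 75 nM as the full agonist control; some results filed as inactive read as strong as hits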
Target sequence (P30559 whole entry, looked up): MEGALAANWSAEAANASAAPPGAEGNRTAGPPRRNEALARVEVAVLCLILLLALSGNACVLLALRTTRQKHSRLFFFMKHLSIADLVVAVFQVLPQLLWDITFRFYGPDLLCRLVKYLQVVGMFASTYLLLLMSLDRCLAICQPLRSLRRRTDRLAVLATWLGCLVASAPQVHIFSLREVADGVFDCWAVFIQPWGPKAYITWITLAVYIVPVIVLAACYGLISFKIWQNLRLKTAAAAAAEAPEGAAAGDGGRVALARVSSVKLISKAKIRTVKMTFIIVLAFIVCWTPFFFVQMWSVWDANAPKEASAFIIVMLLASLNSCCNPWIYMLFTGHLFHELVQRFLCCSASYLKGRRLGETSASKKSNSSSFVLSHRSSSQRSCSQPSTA
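assay system = CHO-OTR cells, human receptor | schedule = compound 6 min at room temperature before oxytocin, 100 s read | detection = Fluo-8 intracellular calcium fluorescence, ex 470-495, em 515-575 nm | evaluation = normalized max/min fluorescence ratio, % activation | control set = EC15 oxytocin alone as 0%, 75 nM oxytocin (EC100) as 100%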
Numbers without * were called inactive; . = not tested or not shown.

Structure	CHO-K1 Ca antag	CHO parental Ca	M1 ag parental	M1 antag	CHRM1 agonist	M4 antag	M1 PAM	CHRM4 agonist	OXTR potentiate
Cc1cccc(NC(=O)c2nc(S(=O)(=O)Cc3ccccc3)ncc2Cl)c1	2.1	24.6	-0.4	6.8	-5.1	51.3*	-1.0	4.7	-7.6
CC1=C(C(=O)Nc2ccc(Cl)cc2)C(c2ccco2)NC(=O)N1 (stereo not given)	0.1	-6.9	-0.2	-9.2	-4.6	3.4	11.5	0.7	-1.4
Cc1ccc(SCC(=O)NCc2ccc(F)cc2)cc1	-9.1	4.3	0.0	-6.5	-8.3	-2.4	1.8	0.1	-7.7
Cc1ccc(OCCN2CCN(c3nc(NCc4ccco4)c4ccccc4n3)CC2)cc1	0.5	-12.1	10.7	18.2	-8.5	-7.4	-13.0	6.1	-6.5
CCOc1ccc(NC(=O)C2(c3ccc(OC)c(OC)c3)CCCC2)cc1	-10.5	-22.3	0.5	-5.1	-3.5	-4.8	2.6	0.3	-1.4
O=c1cccc(-c2ccc(Br)cc2)o1	-5.6	-20.9	-0.2	-33.4	-5.0	-5.0	9.7	0.3	-6.6
S=c1[nH]nc(Cc2c[nH]c3ccccc23)o1	0.6	-5.1	-0.2	-5.6	3.4	-6.5	6.8	-0.8	3.0
CC1(C)CC(=O)C(C=Nc2ccc3[nH]ncc3c2)=C(O)C1	1.4	-8.3	0.2	-2.3	0.6	2.8	7.8	0.2	4.9
CC1(Oc2cccc(F)c2)CCN(Cc2ccc(-c3ccccn3)cc2)C1 (stereo not given)	-12.4	.	0.3	-1.9	-8.2	-19.2	-8.4	2.4	.
CC1CCN(C(=O)C2CCN(S(=O)(=O)c3ccc(-n4cnnn4)cc3)CC2)CC1	-8.7	-14.2	-0.1	-2.7	-7.3	1.1	5.1	1.8	-7.8
Cc1cccc(N(C(=O)c2snc(C(N)=O)c2N)C(C(=O)NCC2CCCO2)c2ccc3ncccc3c2)c1 (stereo not given)	-10.1	-19.7	2.5	-11.7	-9.7	-7.1	4.9	4.8	-8.1
CCCCn1c(N)c(N(CC(C)C)C(=O)c2cc(C)nc3ccccc23)c(=O)[nH]c1=O	0.5	-7.5	0.2	0.2	-3.0	-4.9	0.8	0.1	-6.8
COC1(c2cc(-c3ccccc3)nc(N)n2)CCCCC1	-14.1	-15.4	0.4	10.7	-4.3	1.0	-5.4	-2.0	-1.2
COc1ccc(/C=N/NC(=O)c2ccc(NC(=O)c3ccccc3Br)cc2)cc1	3.6	2.2	4.2	18.5	-6.8	6.7	-11.1	7.4	-5.3
CCOC(=O)C1=C(NC(=S)NC(=O)c2ccccc2)c2ccccc2CC1C(C)C (stereo not given)	-12.8	-2.6	1.7	-20.3	-1.7	-3.3	2.0	8.7	-12.0
CCCCCn1c(CN2CCN(C(=O)c3ccco3)CC2)nc2c1c(=O)n(C)c(=O)n2C	5.6	-6.3	0.8	-5.6	-8.7	-1.9	2.0	1.3	0.8
Cc1nc2ccccc2c(=O)n1CCCN1CCOCC1	5.8	6.9	0.5	-19.6	-3.9	-3.4	11.7	0.4	5.1
CC(=O)NC1C(Oc2ccc(C)cc2)OC2COC(c3ccco3)OC2C1O (stereo not given)	10.5	-1.8	-0.3	1.8	-4.5	5.6	-6.7	-0.2	7.8
COc1ccccc1OCCOc1ccc(/C=C2\C(=N)N3N=C(S(C)(=O)=O)SC3=NC2=O)cc1	-2.9	-1.5	0.3	-10.0	-4.5	-4.0	4.2	0.6	-8.5
C=CCNC(=O)NC(=O)Cn1c(=O)c2c(ncn2CC)n(Cc2ccccc2)c1=O	-8.1	-8.3	-0.2	-11.7	-3.1	-4.9	13.2	-0.2	-3.9

Marked active in M4 antag (from the list above):
compound | M1 antag | CHRM1 agonist | M4 antag | M1 PAM | CHRM4 agonist
Cc1cccc(NC(=O)c2nc(S(=O)(=O)Cc3ccccc3)ncc2Cl)c1 | 6.8 | -5.1 | 51.3* | -1.0 | 4.7

(further entries)
Structure	CHO-K1 Ca antag	CHO parental Ca	M1 ag parental	M1 antag	CHRM1 agonist	M4 antag	M1 PAM	CHRM4 agonist	OXTR potentiate
C#CCNC(=O)C1=C[C@H](c2coc3ccccc3c2=O)[C@@H](CCCO)[C@H](OCC)O1	2.0	-8.9	-0.2	4.8	-0.1	-12.3	3.0	0.5	-15.6
CC(C)(O)CN(C(=O)c1ccc([N+](=O)[O-])cc1)C1CCCC1	-16.4	.	0.8	-12.8	-7.5	-4.6	2.2	0.5	.
Cc1ccc(NC(=O)C2CC(=O)NC(N3CCCCC3)=N2)cc1Cl (stereo not given)	-8.1	-17.9	0.5	-8.3	-1.2	0.1	12.5	0.4	-9.4
Cc1cc(SCC(=O)N/N=C/c2ccc(O)cc2O)c(C)cc1Br	8.8	14.1	5.5	15.7	-0.1	19.0	-7.7	10.3	-10.0
CCOCCCNC(=O)/C=C1\Sc2ccccc2N(Cc2ccccc2F)C1=O	-7.3	-12.2	0.4	0.1	-4.9	0.9	-2.4	1.1	-11.8
CCN1CCN(C(c2ccc(OC)cc2)C(O)C(=O)c2c[nH]c3ccccc23)CC1 (stereo not given)	-9.7	-13.8	0.0	-11.7	-3.7	-2.4	10.0	0.6	-1.4
COc1ccccc1-c1ccc(=O)n(CC(=O)NCc2ccco2)n1	-6.5	-5.2	0.1	0.3	-5.8	9.0	0.4	0.2	-10.7
O=C(NC1CCCCC1)C(c1cccnc1)N(C(=O)CCl)c1cccc(Cl)c1 (stereo not given)	-1.3	-2.8	-0.1	3.2	-10.7	3.7	-4.0	0.1	-6.2
COC(=O)[C@H](CCSC)NC(=O)Nc1ccc(OC)c(Cl)c1	12.2	-3.2	-0.3	-6.0	-2.4	3.4	3.2	0.7	-7.8
CCC(CO)Oc1cc(NC(=O)c2cccc(OC)c2)c2ncn(C(C)C)c2c1 (stereo not given)	-16.2	4.1	0.1	-4.1	-4.1	-7.1	0.8	8.4	-1.2
O=C(Nc1ccc(OC(F)F)c(Cl)c1)c1ccccn1	-9.6	-19.7	1.2	-21.8	-4.6	-5.2	13.6	1.2	-3.2
O=C(NCC1CCCO1)c1nn2c(C(F)(F)F)cc(-c3cc(Br)cs3)nc2c1Br (stereo not given)	-11.5	0.5	0.1	2.3	-5.1	-11.1	3.3	0.9	-5.5
COCC(=O)N(C)C[C@H]1Oc2ncc(Br)cc2C(=O)N([C@@H](C)CO)C[C@H]1C	-11.2	.	1.6	-10.1	-3.2	-10.6	3.5	1.2	.
CN(C(=O)CSc1nnc(-c2ccco2)o1)C1CCCCC1	-2.0	-4.6	0.5	-5.8	-2.2	13.6	6.9	1.1	-18.3
COc1ccc(N(CC(=O)NCc2ccco2)S(C)(=O)=O)cc1OC	10.6	3.0	-0.3	11.0	-4.0	-1.8	-8.0	0.5	-3.4
Cn1c(=O)c2c(SCCN3CCOCC3)nc(C3CCCC3)nc2n(C)c1=O	-1.4	-18.9	0.4	9.9	-7.2	-5.4	-4.7	-0.2	-8.9
Cc1ccc2c(c1)C1CN(C)CCC1N2C(=O)c1ccccc1NS(=O)(=O)c1ccc(F)cc1 (stereo not given)	-0.7	-22.4	0.1	4.8	-8.0	0.3	-4.8	-0.2	-6.9
COc1ccc(NS(=O)(=O)c2cccc(C(=O)N/N=C(\C)c3cccnc3)c2)cc1	6.6	.	1.6	-5.0	-1.8	-5.3	7.6	0.2	.
Cc1ccc(C(=O)N/N=C/c2ccc([N+](=O)[O-])s2)cc1	11.9	6.1	0.4	-8.5	0.8	6.9	8.2	1.0	-8.8
Cc1ccc(C)c(NC(=O)CN(C)C(=O)c2ccc(-n3cncn3)c([N+](=O)[O-])c2)c1	-6.0	-14.7	0.9	-8.8	-2.7	-2.3	6.7	1.2	-5.8

(list continues)
Structure	CHO-K1 Ca antag	CHO parental Ca	M1 ag parental	M1 antag	CHRM1 agonist	M4 antag	M1 PAM	CHRM4 agonist	OXTR potentiate
CCOC(=O)/C=c1/s/c(=C/c2ccccc2OC)c(=O)n1CC(=O)N1CCOCC1	-3.8	.	-0.5	-2.1	-0.5	-10.6	-2.6	2.7	.
O=C(CSc1nccn1-c1ncc(C(F)(F)F)cc1Cl)c1ccc(Br)cc1	18.0	-1.0	-0.3	14.1	1.3	-6.5	-5.1	1.0	-4.4
CC(C)(C)c1ccc(C(=O)NCC(=O)O)cc1	3.5	-13.7	-0.6	-6.2	-0.6	-8.6	13.9	1.9	-3.5
O=C1c2ccccc2C(=O)N1CC(O)CN1CCOCC1 (stereo not given)	1.5	-8.2	0.2	-2.1	-5.2	0.6	0.9	-0.1	-4.3
COc1ccc(OCC(=O)OCC(=O)Nc2ccc3[nH]c(=O)[nH]c3c2)cc1	-10.2	-0.5	0.5	-2.1	-2.6	2.6	3.1	0.9	-6.1
COc1ccc(NC(=O)C2CC(=O)N/C(=N/N=C/c3ccco3)S2)cc1 (stereo not given)	9.5	-14.0	3.1	-9.3	-4.9	9.8	8.8	1.5	-0.2
NC(=O)C1CCN(C(=O)COc2ccc3ccc(=O)oc3c2)CC1	0.7	-7.4	0.2	-4.2	0.1	-21.3	6.0	0.8	0.6

Screening results from PubChem BioAssay.
